BAP1 block – inhibitors of human BAP1 deubiquitinase; Q92560; recombinant BAP1, Ub-AMC hydrolysis fluorescence kinetic; stronger effect = lower value; activity remaining (% of control), % at 20 µM; hit rate 0.48% among 72,000;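 active = activity remaining at or below 50% of control, provided the compound also passes the data quality filters; inactive = the rest, including low values that fail the filters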;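 note: 100% = DMSO wells rate and 0% = substrate alone blank rate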
HePTP inh – human HePTP phosphatase inhibition | P35236 | recombinant HePTP phosphatase activity, OD absorbance | inhibition, % at 20 µM | hit rate 0.64% among 110,000; in the data active = inhibition above about 50%;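 note: plate controls were vehicle for no effect and reference inhibitor for full effect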
Target sequence (P35236 whole entry, looked up): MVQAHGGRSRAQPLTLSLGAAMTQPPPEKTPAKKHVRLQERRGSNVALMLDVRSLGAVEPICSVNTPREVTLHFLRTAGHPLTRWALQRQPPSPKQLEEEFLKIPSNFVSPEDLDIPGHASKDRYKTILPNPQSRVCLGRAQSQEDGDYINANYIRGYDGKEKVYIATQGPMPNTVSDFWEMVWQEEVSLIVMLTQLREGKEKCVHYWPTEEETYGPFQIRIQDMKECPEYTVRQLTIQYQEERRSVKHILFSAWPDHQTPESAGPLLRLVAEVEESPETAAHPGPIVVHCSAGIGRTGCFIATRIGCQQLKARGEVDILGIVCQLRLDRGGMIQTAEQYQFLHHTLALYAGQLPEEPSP
* hit, by the source's call; x = no result given; & = joins results of further samples. No enrichment for hits; about 0.95% have a hit in one of these screens.

SMILES,HePTP inh,BAP1 block
Cc1ccc(S(=O)(=O)Nc2ccccc2C(=O)Nc2ccccc2C(=O)Nc2ccccc2)cc1,x,52
Cc1ccc2cc(CCNC(=O)c3ccco3)c(=O)[nH]c2c1,x,117
O=C(Nc1ccccc1-c1nc2ccccc2s1)c1cccc2ccccc12,x,120
COc1ccc(OC)c(NC(=O)CCN2CCN(c3ccccc3F)CC2)c1,-8,98
COc1ccc(CCNC(=O)CCSc2nc(-c3ccco3)cc(C(F)(F)F)n2)cc1,-5,119
Cc1ccc(S(=O)(=O)C2(C(=O)Nc3ccc(F)cc3)CC2)cc1,4,101
COC(=O)Cc1cc(=O)[nH]c(/N=C(\N)Nc2ccc(C)cc2C)n1,3,108
O=C(O)CC1CCCc2ccccc2C1O (stereo not given),x,98
Cc1c(C)c2c(C)nn(-c3ccccc3)c2[nH]c1=O,9&0,x
Cc1cc(C)c(NC(=O)Cc2ccccc2[N+](=O)[O-])c(C)c1,9,x
Cc1ccc(C(c2nnnn2C(C)(C)C)N2CCN(C3CCCC3)CC2)cc1 (stereo not given),6,103
O=C(Nc1cccnc1)c1cccc([N+](=O)[O-])c1,2,x
C=CCn1cnc2c(NCc3ccccc3)ncnc21,0,96
CCOc1ccc(N2Cc3ccccc3C2)cc1,3&-19,46*
Nc1ncc2c(n1)CC(c1ccco1)CC2=O (stereo not given),-3,100
CCOc1cc(C=C2C(=O)NC(=O)NC2=O)ccc1OCc1cccc2ccccc12,2,x
Cc1nc2cc(-c3ccccc3)ccc2o1,8,54
COc1ccc(-n2c(SCC(=O)N3CCN(c4ccccc4)CC3)nc3c(c2=O)SCC3)cc1,4,85
N=c1nc(-c2ccccc2)ccn1O,8,84
CCc1cc2c(=O)c(-c3nc4ccccc4[nH]3)coc2c(CN2CCOCC2)c1O,-12,x
CCC(C)c1ccc(OCCOc2ccc(C=C3C(=O)NC(=S)NC3=O)cc2)cc1 (stereo not given),4,x
Cc1ccccc1NC(=O)CCC(=O)N/N=C/c1ccncc1,-10,x
Cc1ccccc1NC(=O)C1CC=CCC1C(=O)O (stereo not given),-20,x
CCOC(=O)c1oc2cccc(O)c2c1C,4,x
O=C(NCCN1CCOCC1)C1CC(=O)N(c2ccc(F)c(Cl)c2)C1 (stereo not given),3,95
CCc1cc2c(Nc3ccc(Br)cc3)ncnc2s1,-4,x
CCOc1ccc(C(=O)N2CCc3ccccc3C2)cc1OCC,-7,x
Cc1cc(C)n(C(=O)CN2C(=O)COc3ccccc32)n1,3,92
O=C(Nc1ccc(-c2cn3ccsc3n2)cc1)C1CCCC1,6,95
O=C(Cc1ccccc1)Nc1ccc2oc(-c3cccc(Br)c3)nc2c1,42,x

Quoted at random: 6 compounds from above
SMILES,HePTP inh,BAP1 block
Cc1nc2cc(-c3ccccc3)ccc2o1,8,54
O=C(O)CC1CCCc2ccccc2C1O (stereo not given),x,98
O=C(NCCN1CCOCC1)C1CC(=O)N(c2ccc(F)c(Cl)c2)C1 (stereo not given),3,95
Cc1ccccc1NC(=O)C1CC=CCC1C(=O)O (stereo not given),-20,x
COc1ccc(CCNC(=O)CCSc2nc(-c3ccco3)cc(C(F)(F)F)n2)cc1,-5,119
CCOc1ccc(N2Cc3ccccc3C2)cc1,3&-19,46*

Next part.
SMILES,HePTP inh,BAP1 block
CCOc1cc(/C=N/N2CCN(Cc3ccc(Cl)cc3)CC2)ccc1O,-14,x
CCOC(=O)c1ccc2[nH]cc(C(=O)OCC)c(=O)c2c1,6,x
O=C(CSc1nnc(Cc2ccccc2)o1)NCc1ccco1,4,x
CCCCCCC(=O)N(O)C1CC(=O)N(c2ccccc2)C1=O (stereo not given),-1,102
Cc1cccc(CC2S/C(=N/N=C/c3ccco3)N(c3ccccc3)C2=O)c1 (stereo not given),-14,x
O=C(CCS(=O)(=O)c1cccc2nonc12)NCCc1ccccc1Cl,-6,x
COC(=O)c1cccc(Oc2nc(N3CCOCC3)nc(N3CCOCC3)n2)c1,4,78
COc1ccc2c(c1)/C(=N/OC(=O)c1ccc(OC)c(OC)c1)CCC2,-7,x
Cc1cc(C(=O)CSc2nc3ccccc3o2)c(C)n1C1CC1,5,x
O=C(NCc1ccccc1)C1CCN(S(=O)(=O)c2cccs2)CC1,x,171
COc1ccc(NC(=O)N2CCN(c3ccc(F)cc3)CC2)cc1,2,x
O=[N+]([O-])c1ccc(N2CCOCC2)cc1NC1CC1,-14,x
COc1ccc(C/C(O)=C(\C#N)c2nc3ccccc3[nH]2)cc1OC,2&7,104
Cn1c(CN2CCOCC2)nc2cc(NC(=O)c3ccccc3Cl)ccc21,9,119
Cc1ccccc1-n1c(-c2ccccc2)nc2c(cnn2-c2ccccc2)c1=O,1,x
CCOC(=O)c1c(-c2ccccc2)c2cc([N+](=O)[O-])ccc2[nH]c1=O,x,108
CCOc1cc2[nH]c(=S)n(Cc3ccc(C)o3)c(=O)c2cc1OCC,1,54
CNC(=O)NC(=O)CSc1ncc(C(F)(F)F)cc1Cl,1,99
O=C(CN1CCCC1)N1CCN(C(=O)c2ccccc2)C1,-1,x
CCn1nnnc1SCC(=O)NCc1ccco1,-3,114
CCCCC(c1nnnn1CC1CCCO1)N1CCN(c2cc(Cl)ccc2C)CC1 (stereo not given),-6,68
Cc1nnc(N2C(=O)C(O)=C(C(=O)c3ccco3)C2c2ccc(F)cc2)s1 (stereo not given),6,80
CC(=O)Nc1ccccc1NC(=O)COc1ccc2ccccc2c1,-8,x
CCCOc1ccc(CSc2ncn[nH]2)cc1,7,109
Cc1ccsc1C1CC(=O)NC(SCc2ccccc2)=C1C#N (stereo not given),9,x
CCN1CCN(Cc2c(O)ccc3ccccc23)CC1,-18,x
CCCOc1cccc(C(=O)Nc2cccc(-c3nc4ccccc4s3)c2C)c1,0,x
CS(=O)(=O)N1CCC(C(=O)c2cccc(Cl)c2)CC1,-1,100
COc1ccc(Nc2nc(C(F)(F)F)nc(C)c2C#N)cc1,4,x
Cc1cc(OCc2nc(-c3ccncc3)no2)ccc1Br,-1,x
COc1cc2c(cc1OC)C1=C(C#N)CCC(=O)N1CC2,x,54
CCn1c(=O)c2cc(S(=O)(=O)NCc3ccccc3)ccc2n(CC)c1=O,-6,81
COc1cc(NC(=O)COc2ccc(C)cc2C)ccc1NC(=O)c1ccco1,-2,x
COc1ccc2[nH]cc(CCNC(=O)C3CCCNC3=O)c2c1 (stereo not given),0,89
CCOC(=O)c1cccc(NC(=O)CCNS(=O)(=O)c2ccc3c(c2)CCN3C(=O)CC)c1,0,97
Cc1nnc(SCC(=O)Nc2c(C)n(C)n(-c3ccccc3)c2=O)s1,4,x
O=S(=O)(NCc1ccc(F)cc1)c1ccc2c(c1)OCCO2,2,103
CCn1c(SCC(=O)N2CCN(c3ccccc3)CC2)nc2c(c1=O)SC(C)C2 (stereo not given),0,86
CSC1=Nc2sc3c(c2C2=NCCN12)CCCC3,6,111
Cc1cc(=O)n2c([nH]c3ccccc32)c1C(=O)O,5,x
CCCn1nnnc1SCC(=O)N(C(C)C)C(C)C,5,111
O=C1c2ccccc2C(=O)N1Cc1nc2ccccc2c(=O)n1CCCn1ccnc1,-9&-16,83
COc1ccc(/C=N/n2cncn2)cc1COc1ccc(NC(C)=O)cc1,-3,193
CC(=O)NC(Cc1ccc(C(C)C)cc1)C(=O)NC1CCN(c2nc(C)cc(C)n2)CC1 (stereo not given),4,80
COC(=O)c1nc2n(n1)C(c1ccccc1OC)C1=C(CCCC1=O)N2 (stereo not given),-9,90
O=C(Cc1ccc(Br)cc1)Nc1ccccc1C(F)(F)F,6,x
CSC1=NCCN1C(=O)c1c(F)cccc1F,2,98
COc1cc2cc(C(c3nnnn3C3CCCC3)N3CCCCCC3)c(=O)[nH]c2cc1OC (stereo not given),13,x
Cc1cc2nnc(SCC(=O)NCc3ccco3)n2c2ccccc12,x,85
Nc1nnc(N2CCCCCC2)s1,4,101
CC1(C)CC(=O)C2=C(C1)c1c(ccc3ccccc13)NC2c1cc([N+](=O)[O-])ccc1N1CCOCC1 (stereo not given),5,x
COCCn1c(C)cc(C(=O)CSc2nc3ccccc3c(=O)[nH]2)c1C,18,84
CCOCCCn1cnc2c([nH]c3cc(OC)ccc32)c1=O,1,x
Cc1cccc(NC(=O)c2cc3n(n2)C(C(F)(F)F)CC(c2ccc4c(c2)OCO4)N3)c1 (stereo not given),12,63
CCC(=O)c1ccc(N2CCCC2)c(F)c1,8,x
COc1ccc(/C(O)=C2\C(=O)C(=O)N(CCCN(C)C)C2c2ccccc2F)cc1Cl (stereo not given),2,79
O=C(Nc1ccc(Cl)cc1)c1nn2c(c1Cl)NC(c1ccc(Cl)cc1)CC2C(F)(F)F (stereo not given),-9,x
Cc1cc(=O)n2nc(N3CCCC(C(=O)N4CCc5ccccc54)C3)sc2n1 (stereo not given),9,72
COc1ccc(CCNC(=O)CSc2nnc(-c3ccco3)n2-c2ccccc2)cc1OC,6,x
COc1ccc(-c2cc(-c3ccccc3)nc(N3CCCC3)n2)cc1OC,-1,98

Carrying on.
SMILES,HePTP inh,BAP1 block
COc1ccc(/C=C\C(=O)c2c(-c3ccccc3)c3cc(C)ccc3[nH]c2=O)c(OC)c1,7,x
COc1ccc(C2Nc3ccccc3C(=O)N2Cc2ccccc2)cc1COc1ccc([N+](=O)[O-])cc1 (stereo not given),6,x
Cc1nn(Cc2ccccc2)c2sc(C(=O)NCc3cccnc3)cc12,9,116
COc1ccc(S(=O)(=O)N(CC(=O)Nc2ccc3c(c2)OCO3)c2ccccc2OC)cc1,8,79
Cc1onc(-c2c(Cl)cccc2Cl)c1C(=O)NCc1ccccn1,7,106
CCOc1cc(-c2c(C#N)c(=O)[nH]c3c2c(C)nn3-c2ccc(F)cc2)ccc1O,-8,69
CCS(=O)(=O)N1CCCC(C(=O)NCCCOC)C1 (stereo not given),1,81
CCOC(=O)CSc1nnc(NCC(=O)OC(C)C)c(=O)[nH]1,8,70
CCCOP(=O)(c1ccc(N(C)C)cc1)C(O)c1ccncc1 (stereo not given),10,80
CCOc1cccc(-c2cc(C(=O)Nc3ccc4c(c3)OCO4)c3ccccc3n2)c1,-5,x
CN1CCN(NC(=O)Nc2ccc(Cl)c(Cl)c2)CC1,9,x
O=C1c2ccccc2-c2n[nH]c3cccc1c23,x,91
CC(NC(=O)C(CC(=O)OC(C)(C)C)NC(=O)OC(C)(C)C)C(N)=O (stereo not given),6,93
O=C(O)C1CCCCC1C(=O)Nc1nc2ccc(Br)cc2s1 (stereo not given),-18,x
CSCCC1(C(=O)O)NC(c2ccccc2O)C2C(=O)N(C(C)C)C(=O)C21 (stereo not given),4,99
CS(=O)(=O)N(CC(=O)N1CCN(c2ccccc2)CC1)c1cccc(Br)c1,6,x
Fc1cccc(F)c1CN1CCN(c2ncccn2)CC1,-6,88
COc1ccc(Cl)cc1NC(=O)CN1CCC(n2nnc3cc(F)ccc32)CC1,-2,73
O=S(=O)(c1ccccc1Cl)N1CCCC(c2nc(-c3cccnc3)no2)C1 (stereo not given),10,124
COC(=O)c1ccccc1NCn1nc(-c2ccc(Cl)cc2Cl)oc1=S,-2,x
COc1ccc(-c2nc(Cc3ccc(OC)c(OC)c3)no2)cc1,-1,x
N#Cc1c(NC(=O)c2c(C(=O)O)cccc2[N+](=O)[O-])sc2c1CCCC2,-2,x
CC(C)CN(C(=O)COC(=O)Cc1c[nH]c2ccccc12)C1CCS(=O)(=O)C1 (stereo not given),2,115
Cc1cc(-n2c(C)cc(C(=O)COC(=O)CN=C3NS(=O)(=O)c4ccccc43)c2C)no1,2,x
CN(CCNC(=O)C1CCN(S(=O)(=O)N2CCOCC2)CC1)CCc1ccccc1,4,105
O=C1C2C3c4ccccc4C(c4ccccc43)C2C(=O)N1c1ccccc1Cl (stereo not given),x,50
CC(=O)Cc1cc(O)c2ccccc2c1OC(=O)c1ccc(Br)cc1,-3,x
Cc1ccc(C)n1-n1cnc2sc(-c3ccccc3)cc2c1=O,1,70
CCOc1ccc2c(c1)SCC(=O)N2,-10,x
O=c1oc2cc(O)ccc2cc1-c1nc2ccccc2o1,-2,x
O=c1/c(=C/c2cc(Cl)ccc2OCc2ccccc2Cl)sc2nc3ccccc3n12,11,x
CC(=O)Nc1ccc(NC(=O)c2cccc(C(=O)OC(C)C)n2)cc1,3,76
CN(Cc1ccc(O)cc1)C1CCCCC1,5,94
Cc1ccc(OCc2nnc(SCC(=O)NCc3ccccc3)n2C)cc1,8,95
COc1ccc(-c2nn(C)c(=O)c3ccccc23)cc1NS(C)(=O)=O,-9,90
Cc1oc(CSCC2CCCO2)cc1C(=O)O (stereo not given),-2,67
COc1cc(OC)cc(C(=O)N2CCN=C2SCc2cccnc2)c1,2,111
Cc1cc(-c2nc3ccccc3[nH]2)c2ccccc2n1,-11&4,x
COc1ccc(S(=O)(=O)n2nc(OC(=O)c3ccccc3)cc2N)cc1,10,108
O=C(Nc1nc(-c2ccccc2)cs1)c1cccs1,3,78&91

Full records, looked up by structure. Screens in order: HePTP inh, BAP1 block
`COc1cc2c(cc1OC)C1=C(C#N)CCC(=O)N1CC2` in the list: x, 54
`Cc1cc(=O)n2nc(N3CCCC(C(=O)N4CCc5ccccc54)C3)sc2n1` (stereo not given) in the list: 9, 72
`CS(=O)(=O)N(CC(=O)N1CCN(c2ccccc2)CC1)c1cccc(Br)c1` in the list: 6, x

Screens from PubChem.
